# D2 PAM: positively modulates the human D2 dopamine receptor allosterically; P14416; HEK293 T-REx D2, calcium flux, EC20 dopamine potentiation; potentiation, % at 10 µM; 0.34% of 340,000 active; AID 485347;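 active means potentiation over 3 SD above the plate norm, cut at about 30% in these data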; further: 0% is about no effect
#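 Tetracycline-induced Hek293 Trex D2 cells, force-coupled to calcium, loaded with no-wash calcium dye. Compound added with 180 s kinetic read for agonism, then EC20 dopamine and a further 180 s read for potentiation.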
# D1 PAM: human D1 dopamine receptor positive modulation; P21728; HEK293 TREx D1 cells, calcium flux, dopamine EC20 potentiation; potentiation, % at 10 µM; 0.036% of 360,000 active; AID 504651; in the data active means potentiation above about 30%; further: 0% is about no effect
# Target sequence (P21728 whole entry, looked up): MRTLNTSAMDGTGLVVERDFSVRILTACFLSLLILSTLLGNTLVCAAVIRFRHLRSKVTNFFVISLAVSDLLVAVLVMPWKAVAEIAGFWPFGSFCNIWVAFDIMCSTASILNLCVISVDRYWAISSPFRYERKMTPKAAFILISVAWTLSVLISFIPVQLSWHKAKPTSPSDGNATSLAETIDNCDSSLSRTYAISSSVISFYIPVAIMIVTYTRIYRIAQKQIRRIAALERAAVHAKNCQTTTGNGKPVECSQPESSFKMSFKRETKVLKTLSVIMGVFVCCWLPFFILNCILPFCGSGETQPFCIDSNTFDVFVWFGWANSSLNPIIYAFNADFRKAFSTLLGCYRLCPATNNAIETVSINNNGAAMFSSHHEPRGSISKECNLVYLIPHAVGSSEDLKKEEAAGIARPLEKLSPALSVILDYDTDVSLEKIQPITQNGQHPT
# RXFP1 ag: RXFP1 (human) receptor agonism; AID 2676; HEK293T-RXFP1 cAMP TR-FRET, 30 min; response scale: percent of porcine relaxin response, buffer zero; Potency, µM (doses to about 57.5 µM), without a hit: top-dose activation, usual class: activators; 0.3% of 370,000 active; further: potency means the concentration at half of the fitted maximal effect; on the % scale 0 is the no-effect control and ±100 the full control effect; nearly all actives have a fitted effect of over 60% in size; many of its hits are not listed in these tables
#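 HEK293T cells stably expressing RXFP1 were pretreated with the PDE4 inhibitor Ro 20174, exposed to compounds for 30 min at 37C, lysed, and cAMP was read by TR-FRET. Data normalized to buffer (basal) and 29 nM porcine relaxin (100%).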
# GRP78 ERSR act: ER stress response induction in glioma; U87-MG GRP78 promoter luciferase reporter, 16 h; Potency, µM, for the others: at the highest dose activation, hits mostly activators; 0.02% of 420,000 active; further: potency means the concentration at half of the fitted maximal effect; series mostly up to about 76 µM; % of control where 0% means no effect; nearly all actives have a fitted effect of over 35% in size
#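 ERSR induction read as luciferase luminescence (Bright-Glo, 10 min at room temperature) in stably transfected human U87-MG glioma cells exposed to compounds for 16 h, using GRP78 as sensor.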
# Vif-APOBEC3F blk: blocks the Vif interaction with APOBEC3F | Potency, µM (titrated, usually from 46.1 µM), without a hit: at the top dose activity, negative = active | HeLa A3F-eYFP + Vif (tagged APOBEC3F with the HIV-1 protein that degrades it), YFP fluorescence increase | AID 602313 | 0.2% of 390,000 active; further: potency means the concentration at half of the fitted maximal effect; % of control where 0% means no effect; nearly all actives have a fitted effect of over 65% in size
#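 HeLa cells stably expressing Vif plus C-terminally eYFP-tagged A3F were seeded, incubated overnight at 37 deg C, dosed with compound, incubated overnight again at 37 deg C. Yellow fluorescence (Ex 488/Em 500-530) reported blocked Vif-mediated A3F-eYFP degradation.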
# D1 agonist: activates the human D1 dopamine receptor. P21728. activation, % at 2 µM. HEK293 T-REx D1 cells, calcium flux, agonist mode. 1% of 360,000 active. AID 504660; in the data active means activation above about 30%; further: 0% is about no effect
#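 Inducible HEK293 T-REx D1 cells, force-coupled to calcium signalling, were plated at 4000 cells/well with tetracycline and held overnight at 30 C. After no-wash calcium dye loading, compound-evoked calcium rise over 180 s flagged agonists.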
# D1 antag: blocks dopamine activation of the human D1 receptor. P21728. HEK293 TREx D1 cells, calcium flux, dopamine EC80; stronger effect = lower value. activity change, negative = inhibition, % at 10 µM. 3.2% of 360,000 active. AID 504652; in the data active means activity change below about -30%; further: on the % scale 0 is the no-effect control and ±100 the full control effect
#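 Compound effects on dopamine-evoked calcium signalling were measured in tetracycline-induced HEK293 Trex D1 cells. Dopamine at EC80 followed a 180 s compound pre-read, and fluorescence was tracked kinetically for 180 s more.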
# Vif-APOBEC3G blk: inhibitors of Vif-APOBEC3G interaction | Q9HC16 | HeLa A3G-eYFP + Vif (tagged APOBEC3G with the HIV-1 protein that degrades it), YFP fluorescence, overnight | Potency, µM (titrated, usually from 46.1 µM), for the others: at the top dose activity, negative = active, most hits filed as inhibitors | 0.076% of 410,000 active | AID 602310;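 further: potency means the concentration at half of the fitted maximal effect; on the % scale 0 is the no-effect control and ±100 the full control effect; nearly all actives have a fitted effect of over 60% in size; hits raise eYFP signal because A3G escapes Vif-driven loss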
# Target sequence (Q9HC16 whole entry, looked up): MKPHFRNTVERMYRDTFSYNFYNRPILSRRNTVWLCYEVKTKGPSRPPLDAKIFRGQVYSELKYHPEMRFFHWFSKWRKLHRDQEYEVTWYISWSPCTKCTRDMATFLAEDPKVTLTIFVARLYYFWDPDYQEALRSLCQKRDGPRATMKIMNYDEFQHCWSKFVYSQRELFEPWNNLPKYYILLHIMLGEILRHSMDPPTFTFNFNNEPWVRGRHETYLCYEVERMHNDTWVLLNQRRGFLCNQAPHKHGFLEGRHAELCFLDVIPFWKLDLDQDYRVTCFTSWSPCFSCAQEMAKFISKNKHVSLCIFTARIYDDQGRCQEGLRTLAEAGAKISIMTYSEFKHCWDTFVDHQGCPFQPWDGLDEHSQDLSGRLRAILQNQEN
#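 Read-out is eYFP fluorescence (Ex 488/Em 500-530) from Vif-expressing HeLa A3G-eYFP cells; more signal means A3G escaped Vif-mediated degradation. Cells plated overnight, compound pinned in, incubated overnight at 37 deg C.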
# RXFP1 antagonist: RXFP1 (human) relaxin receptor antagonism | activity change, negative = inhibition, % at 57.5 µM | 0.59% of 350,000 active | Q9HBX9 | AID 1259400 | HEK293-RXFP1, relaxin-stimulated cAMP HTRF, 30 min; stronger effect = lower value;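 active means activity change of -60% or lower, but not beyond a set lower limit; inconclusive means change between -60% and -40%, or beyond the set limit; inactive means change above -40%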; further: on the % scale 0 is the no-effect control and ±100 the full control effect
# * hit, by the source's call; ? = inconclusive; · = not tested or not shown; & = joins results of further samples. Unless noted, the call rests on the fitted dose curve; in most records, active means well fitted curve in the direction sought with a large enough effect; inconclusive means small, poorly fitted or top-dose-only effect, or another doubt; inactive means no such curve, though single readings can be large; an effect the other way counts as inactive or inconclusive. Not all compounds are listed; rates above refer to the full screens.
SMILES,D2 PAM,D1 PAM,RXFP1 ag,GRP78 ERSR act,Vif-APOBEC3F blk,D1 agonist,D1 antag,Vif-APOBEC3G blk,RXFP1 antagonist
O=C(NCCCNC(=O)c1ccco1)c1cccc(F)c1,-5.8,-4.9,-2.8%,-7.1%,-14.5%,3.9,-12.8,-1.6%,-8.7
CN(/N=C/c1ccncc1)c1cnn(-c2ccc(F)c(Cl)c2)c(=O)c1Cl,·,-0.8,1.7%,-1.9%,0.7%,4.8,-2.2,-0.6%,-5.3
COc1ccc(/C=C/c2nnc(NC(=O)COc3ccccc3)s2)cc1,12.9,10.6,1.1%,-1.8%,0.5%,2.7,3.6,-4.7%,-2.5
CN(C)CCN(C(=O)c1ccc(C(=O)c2ccccc2)cc1)c1nc2cc3c(cc2s1)OCO3,-14.9,4.0,-1.3%,-0.4%,-11.3%,0.8,-3.2,0.9%,-15.7
Cc1ccc(NC(=O)C(SCC(=O)O)c2ccccc2)cc1C (stereo not drawn),0.0,2.1,-3.7%,-0.1%,0.9%,1.5,-1.8,0.6%,0.1
NS(=O)(=O)c1ccc(NC(=O)COc2ccc(C(=O)c3ccc(F)cc3)cc2)cc1,-5.8,-13.2,-1.9%,-4.7%,-10.8%,4.0,-26.7,4.2%,-2.4
COCCNC(=O)c1cc2c3ccccc3n(C)c2s1,-7.8,-3.3,1.7%,-3.2%,-6.7%,-1.4,12.0,-7.0%,2.3
Cn1cnnc1SCC(=O)c1ccc(OC(F)F)cc1,2.7,-1.1,1.2%,-2.6%,-4.3%,-0.3,-2.7,0.5%,15.1
Cn1c(COc2ccc([N+](=O)[O-])cc2)nnc1SCC(=O)NCC1CCCO1 (stereo not drawn),4.0,·,3.4%,0.7%,-1.2%,2.1,-12.6,-2.2%,2.1
O=C(COC(=O)c1ccc([N+](=O)[O-])s1)NCCc1ccccc1,-4.1,-3.4,1.7%,-3.2%,-5.8%,1.7,-1.0,1.2%,8.1
O=C(CSCc1ccc([N+](=O)[O-])cc1)Nc1ccc(S(=O)(=O)N2CCCCCC2)cc1,-1.1,6.8,1.4%,-1.5%,1.3%,18.2,6.4,-0.3%,-5.2
Cc1ccccc1-n1nnnc1SCC(=O)c1c(N)n(C2CC2)c(=O)[nH]c1=O,·,2.1,1.9%,-2.5%,1.7%,12.7,25.9,-5.6%,1.8
CCN(CC)S(=O)(=O)c1cc(C(=O)OC)ccc1Cl,7.4,-2.1,3.2%,-1.6%,3.5%,4.2,-5.9,-0.5%,-7.3
CC1CCCN(S(=O)(=O)c2ccc(C(=O)Nc3nnc(-c4ccncc4)o3)cc2)C1 (stereo not drawn),0.6,-2.5,-1.4%,-3.5%,1.6%,7.8,-29.1,-3.1%,-16.0
Cc1cc(C)c(C)c(S(=O)(=O)Nc2cccc(S(=O)(=O)Nc3ccccc3C(=O)O)c2)c1C,·,·,·,-1.9%,-0.2%,·,·,-10.2%,-8.8
CCc1cc2c(CN3CCN(CC)CC3)cc(=O)oc2cc1O,-19.7,-1.6,6.0%,0.0%,5.3%,4.6,-13.7,-1.0%,7.7
Cc1ccc(-n2ncc(C(=O)NC3CC3)c2C2CCN(C(=O)OC(C)(C)C)CC2)cc1,0.2,-5.0,1.8%,2.4%,1.5%,-0.1,9.1,6.8%,-17.8
CCOc1ccc(OCCOC(=O)C2CCN(S(=O)(=O)c3ccc(C)c(C)c3)CC2)cc1,4.2,-5.5,-0.8%,-2.6%,3.9%,11.5,-9.2,1.4%,2.0
Cc1[nH]c2ccccc2c1C(=O)CN1C(=O)NC(C)(c2ccc(Cl)cc2Cl)C1=O (stereo not drawn),22.9,2.1,-0.2%,0.0%,1.9%,37.0*,3.9,-0.3%,-23.5
COc1cc2[nH]c(=O)c(C(=O)NCc3ccc(C)cc3)c(O)c2cc1OC,·,·,·,-2.2%,1.3%,·,·,-1.0%,2.9
COc1cc(/C=C2/CCCC(C(=O)C(F)(F)F)=C2O)ccc1O,13.1,5.5,-4.0%,2.3%,15.3%,3.4,-7.2,-5.6%,-3.3
O=C(NC(=S)NCc1ccc(Cl)cc1)c1ccco1,·,·,·,-4.3%,-25.7%,·,·,-2.8%,-7.3
Cc1ccc(NC(=O)CSc2nc3c(sc4ccccc43)c(=O)n2CCCC(=O)NC2CCCC2)cc1C,6.8,-4.0,21.3%,3.5%,-4.9%,0.7,-2.8,3.2%,10.6
Cc1cc(C)n2nc(SCC(=O)NC(=O)NCc3ccco3)nc2n1,9.5,-4.0,13.7%,-2.4%,3.9%,3.6,9.9,0.7%,4.0
O=C(CNC(=O)C1CCCCC1)Nc1ccc(Cl)cc1,-5.5,4.6,1.6%,3.7%,-9.4%,3.8,22.0,-3.4%,17.8
CCc1cccc(C)c1NC(=O)CSc1nnc(CCCOc2ccc(Cl)cc2Cl)n1C,·,-2.9,0.5%,-1.5%,-7.1%,22.6,-14.2,-15.8%,-12.5
COCC(=O)n1nc(-c2ccccc2)nc1NCc1ccc(N(C)C)cc1,-4.3,-1.9,0.3%,1.5%,-21.6%,0.3,14.2,2.0%,-17.4
COc1ccc(C2CC(c3ccccc3)n3nc(NC(=O)c4cccs4)nc3N2)cc1 (stereo not drawn),-6.7,-2.4,-1.3%,-4.1%,-1.8%,3.1,8.5,-4.8%,·
Cc1cccc(N(CC(=O)N2CCN(c3ccccc3F)CC2)S(C)(=O)=O)c1,-17.6,-4.6,3.2%,0.2%,9.4%,5.0,-1.3,3.6%,9.6
O=C1CCCC(O)=C1C(C#Cc1ccccc1)C1=C(O)CCCC1=O,-11.1,-4.2,0.0%,-13.7%,0.7%,-2.1,-10.7,?,-8.4
COc1ccccc1NC(=O)Cn1cnc2c(nnn2-c2ccc(C)cc2)c1=O,1.9,1.4,-1.8%,-2.8%,0.1%,8.4,3.0,-6.5%,3.9
O=S(=O)(Nc1ccccc1-c1ccccc1)c1ccccc1,·,·,·,-3.2%,6.5%,·,·,1.8%,2.2
CCN(C(=O)CCc1nc(-c2ccc(C)cc2)no1)c1cccc(Cl)c1,-0.2,-4.2,0.5%,-4.7%,-6.8%,6.2,-15.3,2.9%,-17.0
COC(=O)C(c1ccccc1)N(Cc1cccc(CN(C(C(=O)OC)c2ccccc2)S(C)(=O)=O)c1)S(C)(=O)=O (stereo not drawn),7.2,3.3,-0.2%,-2.2%,-0.8%,1.9,8.4,1.0%,·
CC1CCCC(C)N1c1nnc(NC(=O)Cn2c(=O)oc3ccccc32)s1 (stereo not drawn),6.0,5.1,1.0%,-2.0%,4.2%,1.5,9.0,-3.8%,·
COc1ccc(-c2nc(C#N)c(N3CCCCC3)o2)cc1,-0.9,8.4,-0.2%,-3.2%,-2.8%,0.9,10.9,-3.7%,-8.8
COc1cccc(/C=C(\C#N)c2nc3ccccc3c(=O)[nH]2)c1OC,7.1,0.1,-0.8%,-1.7%,1.1%,4.6,10.7,-5.2%,-9.0
Brc1ccc(-c2nn3c(-c4ccco4)nnc3s2)o1,-3.2,-4.5,12.6µM*,1.3%,-13.1%,2.4,-18.1,1.7%,-23.1
Cc1cccc(-n2ccnc2CN2CCN(C3CCCC3)C(CCO)C2)c1 (stereo not drawn),-3.1,-1.7,4.8%,-4.6%,-9.2%,0.2,-6.3,-2.3%,5.5
C=CCN(Cc1ccc(OC)c(OC)c1)C(=O)c1cc2cc(F)ccc2[nH]1,13.0,-10.3,-0.2%,-0.9%,1.0%,0.2,-4.1,0.8%,-8.9
CCCc1nnc(NC(=O)CCC(=O)NC2CC2)s1,0.1,-3.6,1.8%,0.0%,-1.7%,6.0,-11.0,-1.6%,6.0
O=C(NN=Cc1ccccc1C(=O)O)c1ccc(NS(=O)(=O)c2cccs2)cc1,·,·,·,-1.4%,1.2%,·,·,2.2%,-2.2
COc1ccc(NC(=S)N2CCC(C(=O)c3ccc(OC)cc3)CC2)cc1,13.6,0.5,-1.6%,4.1%,0.3%,15.3,-3.7,1.2%,-22.8
C=CCSc1nc(N(CC)CC)c2sccc2n1,-4.1,2.5,-0.6%,-2.4%,-11.7%,-1.2,8.8,1.2%,-39.8
COc1ccc(/C(C)=N/NC(=S)NCCc2ccccc2)cc1,25.9,0.1,-1.2%,-2.0%,?,7.8,-7.3,0.3%,8.3

# Taken from above.
# GRP78 ERSR act result of Cn1c(COc2ccc([N+](=O)[O-])cc2)nnc1SCC(=O)NCC1CCCO1 (stereo not drawn) = 0.7%
# Vif-APOBEC3G blk result of CC1CCCC(C)N1c1nnc(NC(=O)Cn2c(=O)oc3ccccc32)s1 (stereo not drawn) = -3.8%

# Continuation.
SMILES,D2 PAM,D1 PAM,RXFP1 ag,GRP78 ERSR act,Vif-APOBEC3F blk,D1 agonist,D1 antag,Vif-APOBEC3G blk,RXFP1 antagonist
CCc1ccc2c(c1)/C(=C/C(=O)c1cccs1)C(=O)N2,9.1,-4.2,1.1%,-13.8%,-18.8%,0.6,-29.0,?,-91.6*
COc1ccccc1/C=C/C(=O)NCC(=O)n1nc(C)cc1C,-0.7,-0.8,-1.3%,-4.1%,-9.1%,2.4,-5.0,1.7%,-25.6
O=C(Nc1cc(-c2nc3ccccc3s2)ccc1Cl)c1ccc2c(c1)OCO2,21.3,-0.9,11.9%,1.2%,-14.2%,0.9,-0.6,-1.6%,-20.8
COc1ccc(C2=NOC(C(=O)Nc3ccc(C(C)=O)cc3)C2)cc1OC (stereo not drawn),·,·,0.3%,-0.6%,-1.2%,·,·,0.6%,-12.9
N=C1CCCC1C(=S)SCCC(N)=O (stereo not drawn),·,·,·,-4.5%,2.0%,·,·,4.5%,1.1
O=C(CN1C(=O)CS/C1=C\c1nc(-c2ccc(Cl)cc2)cs1)Nc1cccnc1Cl,4.2,8.1,1.8%,-2.4%,-5.1%,0.9,4.1,1.0%,4.6
CCN1CCCC1CNC(=O)c1cc(S(=O)(=O)CC)c(N)cc1OC (stereo not drawn),·,-2.0&-3.1,1.0%&2.0%,-3.0%&-5.3%,·,3.3&3.4,9.3&-26.0,·,-17.4

# Assay outcomes: PubChem, National Center for Advancing Translational Sciences (NCATS)
